Screening data: PubChem, National Center for Advancing Translational Sciences (NCATS)
GAA inhib: blocks human lysosomal alpha-glucosidase | P10253 | Potency, µM (series often up to 76.9 µM), without a hit: top-dose activity change, negative = inhibition, most hits filed as inhibitors | purified human GAA, 4-MU-alpha-glucoside fluorescence | 200,000 tested, 0.005% active | AID 1466;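 further: plate controls were uninhibited enzyme wells for no effect and no-enzyme background for full effect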
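Human alpha-glucosidase, 4 nM, pre-mixed with test compounds before 400 uM 4-methylumbelliferyl substrate; 20 min room temperature at pH 5.0. Fluorescence read after pH 10 stop; AC50 values from Hill-equation fits.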
TRb SRC2 PPI: TRbeta-SRC2 interaction inhibition | P10828 | TRbeta-SRC2 peptide binding, fluorescence polarization; receptor liganded with 1 µM T3 | Potency, µM (titrated, usually from 106 µM), without a hit: at the top dose activity change, negative = inhibition, usual class: inhibitors | 280,000 tested, 0.065% active | AID 1469;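 further: plate controls were bound peptide for no effect and peptide without receptor for full effect; nearly all actives have a fitted effect of over 50% in size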
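TRb LBD 0.6 uM + Texas Red SRC2 peptide 20 nM, 1 uM T3, Tris buffer w/ 5% DMSO; compound pinned, 5 h RT; FP read ex 555/em 632; normalized to unbound and bound controls.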
RECQ1 helicase: inhibitors of human RECQ1 DNA helicase; RECQ1 DNA unwinding, red fluorescence kinetic read; Potency, µM (doses to about 57.3 µM), for inactives: at the highest dose activity, negative = inhibition, most hits filed as inhibitors; 240,000 tested, 0.54% active;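 further: plate controls were vehicle for no effect and no enzyme for full effect; nearly all actives have a fitted effect of over 30% in size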
Target sequence (P46063 whole entry, looked up): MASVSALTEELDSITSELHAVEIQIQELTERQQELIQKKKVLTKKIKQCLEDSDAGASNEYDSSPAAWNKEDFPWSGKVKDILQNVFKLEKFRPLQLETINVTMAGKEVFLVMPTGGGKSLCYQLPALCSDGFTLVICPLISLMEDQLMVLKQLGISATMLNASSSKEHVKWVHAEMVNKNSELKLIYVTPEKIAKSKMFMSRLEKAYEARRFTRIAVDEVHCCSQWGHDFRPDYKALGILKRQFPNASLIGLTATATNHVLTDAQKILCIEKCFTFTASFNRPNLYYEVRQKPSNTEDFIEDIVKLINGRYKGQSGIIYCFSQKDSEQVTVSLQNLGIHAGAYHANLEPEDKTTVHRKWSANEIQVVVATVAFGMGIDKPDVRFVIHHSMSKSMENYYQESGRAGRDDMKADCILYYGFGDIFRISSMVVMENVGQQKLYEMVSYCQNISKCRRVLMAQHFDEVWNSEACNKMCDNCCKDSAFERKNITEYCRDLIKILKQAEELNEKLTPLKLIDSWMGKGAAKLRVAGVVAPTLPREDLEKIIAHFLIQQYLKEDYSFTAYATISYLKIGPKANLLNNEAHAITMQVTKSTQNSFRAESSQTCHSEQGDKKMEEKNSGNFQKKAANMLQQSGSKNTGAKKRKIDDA
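RECQ1T1 50 nM; forked duplex (20 bp + 30-nt ss tails) 200 nM, ATP 2 mM final; pH 8.0, 2 mM MgCl2, 2.5 ug/ml poly(dI-dC); 15 min compound preincubation; discontinuous kinetic read over 2 h at RT.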
GoLoco inh red: RGS12 GoLoco-Gai1 interaction inhibition. P63096. Gai1:RGS12 GoLoco peptide FP, rhodamine, 10 min. Potency, µM (top dose mostly 61.6 µM), for inactives: at the highest dose activity, negative = inhibition, actives largely listed as inhibitors. 230,000 tested, 0.44% active. AID 880; active means well fitted inhibition curve with a large enough effect, not every such curve was filed as active; inactive means no such curve, though single readings can be large or run the other way; further: nearly all actives have a fitted effect of over 30% in size; many of its hits are not listed in these tables
Target sequence (P63096 whole entry, looked up): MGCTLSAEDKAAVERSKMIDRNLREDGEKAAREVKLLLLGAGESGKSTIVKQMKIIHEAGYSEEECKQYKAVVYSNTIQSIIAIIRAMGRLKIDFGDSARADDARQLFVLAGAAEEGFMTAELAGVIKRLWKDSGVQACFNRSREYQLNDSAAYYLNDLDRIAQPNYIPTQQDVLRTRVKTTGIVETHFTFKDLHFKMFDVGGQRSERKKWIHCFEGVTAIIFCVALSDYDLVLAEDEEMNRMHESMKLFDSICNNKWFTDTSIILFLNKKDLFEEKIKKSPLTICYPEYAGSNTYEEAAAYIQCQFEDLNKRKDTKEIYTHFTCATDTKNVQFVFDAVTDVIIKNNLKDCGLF
L3MBTL1 inh: blocks human L3MBTL1; Potency, µM (series often up to 57.1 µM), for the others: at the highest dose activity, negative = inhibition, most hits filed as inhibitors; Q9Y468; AID 485360; 230,000 tested, 0.66% active; AlphaScreen L3MBTL1–H3K9me1 peptide binding; further: nearly all actives have a fitted effect of over 60% in size
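L3MBTL1 50 nM + b-AHA-H3(1-15)K9me1 75 nM, 30 min RT; compound added, 30 min RT; streptavidin donor/Ni-chelate acceptor beads 10 ug/mL each final, 30 min RT dark; AlphaScreen read.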
GAA spleen mod: inhibitors or activators of human alpha-glucosidase in spleen homogenate; P10253; human spleen homogenate, 4-MU-alpha-glucoside fluorescence; Potency, µM (series often up to 79.9 µM), for the others: top-dose activity change, negative = inhibition, usual class: inhibitors; 240,000 tested, 0.006% active; AID 2112;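 further: 0% = enzyme with vehicle and -100% = no enzyme basal signal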
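Human spleen homogenate (1 ug) incubated with compounds and 1 mM 4-methylumbelliferyl-alpha-D-glucopyranoside in pH 5.0 citrate/phosphate buffer, 37 C, 40 min. Stopped at pH 10; 4-MU fluorescence (Ex 365/Em 440 nm); AC50 by Hill fit.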
TR SRC2 fluor cs: Texas Red fluorescence interference in TRb-SRC2 counter-screen; TRb/SRC2 Texas Red total fluorescence interference; Potency, µM (top dose mostly 106 µM), for inactives: at the top dose fluorescence change, negative = quenching; 280,000 tested, 0.29% active; active means well fitted curve in either direction with a large enough effect; inconclusive means small, poorly fitted or top-dose-only effect
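Human TRb ligand-binding domain at 0.6 uM with 20 nM Texas Red SRC2 peptide in Tris buffer containing 1 uM T3 and 5% DMSO, incubated with compound 5 h at ambient temperature. Total fluorescence (555/632 nm) calculated as parallel + 2 × perpendicular.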
GAA glycogen mod: alters human alpha-glucosidase cleavage of glycogen; recombinant GAA, glycogen substrate, Amplex Red glucose oxidase fluorescence; 300,000 tested, 0.38% active; P10253; Potency, µM (top dose mostly 76.4 µM), inactives show at the highest dose activity change, negative = inhibition, usual class: inhibitors;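 further: 0% = full enzyme reaction and -100% = no-enzyme basal signal; the screen sought inhibitors and activators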
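Recombinant enzyme (4 nM final) with compounds titrated up to 77 uM and bovine liver glycogen (30 ug) in citrate pH 5.0, 0.01% Tween-20, 37 C 40 min. Released glucose detected by Amplex Red/glucose oxidase (Ex 573/Em 610); AC50 from Hill fits.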
* hit, by the source's call; i = inactive; ? = inconclusive; · = no result given; [ ] = dose if it differs, or a comment. Unless noted, the call rests on the fitted dose curve; in most records, active means well fitted curve in the direction sought with a large enough effect; inconclusive means small, poorly fitted or top-dose-only effect, or another doubt; inactive means no such curve, though single readings can be large; an effect the other way counts as inactive or inconclusive. Unless noted, on the % scale 0 is the no-effect control and ±100 the full control effect; potency means the concentration at half of the fitted maximal effect. These rows are one share of the data; rates above refer to the full screens.

SMILES | GAA inhib | TRb SRC2 PPI | RECQ1 helicase | GoLoco inh red | L3MBTL1 inh | GAA spleen mod | TR SRC2 fluor cs | GAA glycogen mod
COc1ccccc1C(=O)NC(CCSC)C(=O)OC(C)C(N)=O (stereo unspecified) | -5% | -2% | 1% | 4% | 25% | 5% | 1% | -1%
CCc1cccc(C)c1NC(=O)CSc1nnc(-c2ccco2)n1N | -3% | 4% | -7% | -4% | -1% | 3% | -2% | 12%
O=C(CSc1nccc(=O)[nH]1)Nc1ccc(F)c(Cl)c1 | -7% | 1% | i | 7% | -1%[11.4 µM] | -7% | -1% | -3%
C[C@H](O)[C@@H]1C(=O)N2C(C(=O)O)=C(SCCN=CN)C[C@@H]12 | · | -3%[53 µM] | -4%[25.9 µM] | 6%[21.6 µM] | · | -5%[29.1 µM] | -1%[53 µM] | ·
Cc1cccc(NC(=O)C2CCN(S(=O)(=O)c3c(C)nn(C)c3C)CC2)n1 | -6% | -10% | 0% | 10% | 1% | 4% | -1% | -2%
CSc1cccc(NC(=O)CCCOc2ccc(Cl)cc2C)c1 | 0% | 0% | -14% | 12% | 22% | -6% | -1% | -1%
COc1ccc(N2C(=O)CSC23CCCCC3)cc1 | -2% | -13% | -8% | -6% | 6% | -1% | -6% | 1%
Cc1cc(NC(=O)CSc2n[nH]c(CC(C)C)n2)no1 | 13% | -19% | -3% | 0% | -2% | 9% | -1% | 21%
O=C1c2ccccc2C(O)N1Cc1ccco1 (stereo unspecified) | 2% | -9% | i | 4% | 1% | -3% | -1% | -11%
CC(=O)c1sc2nc(-c3cccs3)cc(C(F)(F)F)c2c1N | 2% | -9% | 15% | 16% | · | -4% | -1% | 0%
O=C(O)c1ccc(S(=O)(=O)c2ccc3c(c2)C(=O)N(Cc2ccco2)C3=O)cc1 | ? | -6% | 10% | -15% | ? | -9% | -4% | -4%
O=C(CSc1nnnn1-c1ccc(Cl)cc1)N1CCc2ccccc2C1 | -13% | -6% | -12% | -11% | 0% | 6% | -1% | -3%
Cc1ccc(C(C2=C(O)CC(C)(C)CC2=O)C2C(=O)CC(C)(C)CC2=O)o1 (stereo unspecified) | -2% | -2% | i | 2% | 2% | 3% | -5% | 8%
Cc1ccc(CSc2ccc3nnc(-c4cccnc4)n3n2)cc1 | -3% | -7% | -12% | -1% | 1% | -11% | -2% | 11%
COc1cccc(C(C(=O)NC2CCCCC2)N(CCN2CCOCC2)C(=O)C2COc3ccccc3O2)c1 (stereo unspecified) | 8% | 4%[53 µM] | 9% | 12% | 12% | -4% | -1%[53 µM] | 16%
O=C(NC(=S)Nc1cc(S(=O)(=O)N2CCOCC2)ccc1N1CCOCC1)C1CCCC1 | -8% | 0% | i | 6% | · | -2% | 0% | -5%
CSc1c(-c2ccccn2)c(N)nn1C(=O)C1CCC1 | -1% | 4% | i | 11% | 48%[activator] | 1% | 1% | 0%
C=CCNC(=O)C1CCC(C(=O)NCC=C)CC1 (stereo unspecified) | 6% | -7% | i | -1% | -7% | 5% | -5% | -2%
CCOC(=O)c1c(C2CC2)csc1NC(C)=O | -1% | -2% | -2% | 2% | 7% | -2% | -6% | 6%
CC(C)CNC(=O)c1ccccc1NC(=O)c1ccccc1N(C)S(C)(=O)=O | -8% | -10% | 0% | 3% | 1% | 12% | 0% | 6%
COc1ccc(NC(=O)CN(c2cc(C)cc(C)c2)S(=O)(=O)c2c(C)noc2C)cc1 | -9% | -6% | -12% | 1% | · | 7% | -2% | -34%
COc1ccc(CCNC(=O)CC2SC(=NCc3ccccc3OC)NC2=O)cc1 (stereo unspecified) | -1% | -3% | -4% | 3% | -6% | 7% | 1% | -2%
COc1ccc(N2CCN(C(=O)c3ccc(SC)cc3OC)CC2)cc1 | 14% | -10% | i | 2% | ? | -1% | -5% | 12%
COc1ccccc1NC(=O)CCSc1nc(C)cc(C)n1 | -4% | -4%[53 µM] | -3% | 5% | 10% | 6% | 1%[53 µM] | -3%
COC(=O)c1sccc1NC(=S)Nc1ccc(C)cc1 | · | 2% | 1% | -1% | 4% | 2% | 3% | -8%
O=C(CSc1nc2ccccc2s1)NC1CCCc2ccccc21 (stereo unspecified) | -5% | -2% | -3% | 0% | 6% | -6% | -3% | 3%
Cc1noc(C)c1C(=O)N1CCC(CO)(Cc2ccccc2)CC1 | -1% | 2% | 5% | -4% | -5% | 6% | -2% | 6%
CCOc1ccc(NC(=O)Nc2cnccn2)cc1 | 2% | -2% | 3% | 8% | · | 10% | 1% | -1%
CN(C)c1ccc2c3c(ccc(N(C)C)c13)COC2 | · | -6% | i | -14% | 39%[activator] | 1% | -6% | -1%
CC(C)Cn1c(NCCO)nc2ccccc21 | 1% | 5% | -4% | 6% | · | -1% | -2% | 8%

Some of the entries above in another layout.
| SMILES | GAA inhib | TRb SRC2 PPI | RECQ1 helicase | GoLoco inh red | L3MBTL1 inh | GAA spleen mod | TR SRC2 fluor cs | GAA glycogen mod |
| --- | --- | --- | --- | --- | --- | --- | --- | --- |
| CSc1c(-c2ccccn2)c(N)nn1C(=O)C1CCC1 | -1% | 4% | i | 11% | 48%[activator] | 1% | 1% | 0% |
| C=CCNC(=O)C1CCC(C(=O)NCC=C)CC1 (stereo unspecified) | 6% | -7% | i | -1% | -7% | 5% | -5% | -2% |
| CCOC(=O)c1c(C2CC2)csc1NC(C)=O | -1% | -2% | -2% | 2% | 7% | -2% | -6% | 6% |
| CC(C)CNC(=O)c1ccccc1NC(=O)c1ccccc1N(C)S(C)(=O)=O | -8% | -10% | 0% | 3% | 1% | 12% | 0% | 6% |
| COc1ccc(NC(=O)CN(c2cc(C)cc(C)c2)S(=O)(=O)c2c(C)noc2C)cc1 | -9% | -6% | -12% | 1% | · | 7% | -2% | -34% |
| COc1ccc(CCNC(=O)CC2SC(=NCc3ccccc3OC)NC2=O)cc1 (stereo unspecified) | -1% | -3% | -4% | 3% | -6% | 7% | 1% | -2% |

The results go on.
SMILES | GAA inhib | TRb SRC2 PPI | RECQ1 helicase | GoLoco inh red | L3MBTL1 inh | GAA spleen mod | TR SRC2 fluor cs | GAA glycogen mod
CC(C)Cc1nc2oc3c(N4CCN(CCO)CC4)ncnc3c2c2c1CCCC2 | -10% | -13% | -12% | 8% | -14% | -2% | 2% | -4%
Oc1ccccc1-c1cc(C(F)(F)F)[nH]n1 | · | -4% | -12% | 5% | · | 10% | -3% | 1%
CSc1nc(C)c(Cc2ccccc2)c(=O)[nH]1 | -4% | -6% | i | 3% | 2% | -5% | -3% | -7%
CCC(C)NC(=O)CSc1nnc(-c2cc(-c3ccc(C)cc3)nc3ccccc23)n1N (stereo unspecified) | 0% | -1% | 6% | 0% | · | -6% | 1% | 5%
CCc1cc2cc(C)ccc2nc1SCC(=O)N1CCN(C(=O)c2ccco2)CC1 | 0% | 2% | i | 7% | -10% | -3% | -2% | -3%
CCOC(=O)C1(C)/C(=N/Nc2ccc(S(N)(=O)=O)cc2)C(=O)C(=O)N1c1ccccc1 (stereo unspecified) | -6% | -1% | i | 44%[activator] | · | 0% | -3% | 5%
C=CCOc1ccc(CNCCO)cc1OCC | 7% | -4% | -38% | 2% | 4% | -1% | -5% | 11%
CC1(C)Cc2c(sc3nc4n(c(=O)c23)CCC4)CO1 | -3% | -11% | -1% | -1% | 5% | -10% | -1% | 0%
Cc1ccc(N2C(=O)[C@@H]3[C@H](C2=O)C2CCCN2[C@@H]3C(=O)c2ccccc2)cc1 (stereo partly specified) | -10% | 8% | -3% | 13% | -4% | -2% | -4% | -3%
COc1cc(NC(=O)c2c3c(nc4ccccc24)CCC3)cc(OC)c1 | 10% | -4% | 0% | 5% | -7% | 2% | -2% | 2%
CN=CC1=C(O)CC(C)(C)CC1=O | -3% | -16% | i | 3% | -1% | -11% | -4% | 10%
O=C(COc1ccc2c(c1)CCC2)N1CCN(c2cccc(C(F)(F)F)c2)CC1 | -14% | -5%[53 µM] | 35µM* | -1% | 17% | -2% | 1%[53 µM] | 9%
COc1ccccc1C1C2=C(N=C3SCC(=O)N31)c1ccccc1CC2 (stereo unspecified) | -8% | -26% | i | 15% | 3% | -2% | 3% | -1%
O=C1CC(c2ccsc2)c2cc3c(cc2N1)OCCO3 (stereo unspecified) | -4% | -1% | -12% | -5% | 5% | 2% | 2% | -4%
CC1=CC(=O)C(C(C)C)=C/C1=N/OC(=O)c1cccc([N+](=O)[O-])c1 | -15% | -10% | 7% | -6% | · | -5% | 1% | 0%
COc1cc(OC)c(C2C(C#N)=C(C)NC(C)=C2C#N)c(C(=O)O)c1 | · | -3% | -1% | 6% | 5% | 3% | -2% | -5%
CC[C@H](C)[C@H](NC(=O)[C@H](CC(N)=O)NC(=O)[C@H](CCCCN)NC(=O)[C@H](Cc1ccccc1)NC(=O)[C@H](Cc1ccccc1)NC(=O)[C@H](Cc1cnc[nH]1)NC(=O)[C@@H](N)C(C)C)C(=O)N[C@H](C(=O)N[C@H](C(=O)N1CCC[C@H]1C(=O)N[C@@H](CCCN=C(N)N)C(=O)N[C@H](C(=O)N1CCC[C@H]1C(=O)O)[C@@H](C)O)[C@@H](C)O)C(C)C | · | 0% | -6% | · | · | -1% | 0% | ·

Some of the entries so far, with two lines to a compound:
Each structure is followed by: GAA inhib	TRb SRC2 PPI	RECQ1 helicase	GoLoco inh red	L3MBTL1 inh	GAA spleen mod	TR SRC2 fluor cs	GAA glycogen mod
> O=C1CC(c2ccsc2)c2cc3c(cc2N1)OCCO3 (stereo unspecified)
    -4%	-1%	-12%	-5%	5%	2%	2%	-4%
> Oc1ccccc1-c1cc(C(F)(F)F)[nH]n1
    ·	-4%	-12%	5%	·	10%	-3%	1%
